HT1080 viability – cytotoxicity in HT1080 fibrosarcoma cells, cell-based, fluorescence readout (AID 620); HT1080 viability, fluorescence; higher % means a stronger effect; one-dose cytotoxicity, % at 10 µM; EC50 in µM for titrated hits; actives 0.42% (n = 87,000);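 also: cells exposed to compound overnight then 4 h with Alamar Blue; 0% = vehicle DMSO and 100% = killing control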
LYP inhibition – LYP phosphatase inhibitors, primary screen, biochemical, DiFMUP fluorescence, recombinant catalytic domain, 10 µM (AID 606); recombinant LYP catalytic domain, DiFMUP fluorescence; higher % means a stronger effect; inhibition, % at 10 µM; hits with a dose series show IC50 in µM; 52,000 tested, under 10 active;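 active = IC50 under 40 µM in the dose-response test; inactive = IC50 of 40 µM or more, or never dose-tested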
Spn PMK inh – inhibitors of Streptococcus pneumoniae phosphomevalonate kinase | purified PMK, PK/LDH-coupled NADH absorbance 340 nm | AID 539 | inhibition, % at 10 µM | actives 0.49% (n = 65,000);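 active = top-ranked compounds by inhibition in the single 10 µM screen, taking a fixed number of the strongest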;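 also: 0% = full reaction with DMSO carrier and 100% = background rate without enzyme reaction; no value below 0 was filed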
Spn DPM-DC inh – inhibitors of Streptococcus pneumoniae diphosphomevalonate decarboxylase; purified DPM-DC, PK/LDH coupled NADH fluorescence; calls only at 10 µM; actives 0.49% (n = 65,000); AID 556;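 active = the 320 compounds with the highest percent inhibition in the single-dose primary screen, excluding strongly autofluorescent ones, cut at about 32% in these data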;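 also: kinetic rate of NADH fluorescence loss reporting ADP formed by the decarboxylase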
HPDE-C7K KRASV12 – viability loss of HPDE-C7K cells – cell-based, fluorescence, HTS, primary screen (AID 431); HPDE-C7K KRASV12 cells, Alamar Blue viability, 48 h; higher % means a stronger effect; one-dose cytotoxicity, % at 10 µM; EC50 in µM for titrated hits; actives 1.7% (n = 63,000);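 active = compounds whose percent cytotoxicity in the single-dose primary screen, scaled between solvent and toxic-drug controls, exceeds 50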;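 also: 0% = DMSO solvent wells and 100% = doxorubicin-treated wells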
Bfl-1 inhibitors – Bfl-1 inhibitors, primary screen, biochemical, fluorescence polarization, FITC-Bid, mouse (AID 432) | displacement, % at 20 µM, or IC50 in µM where a hit was titrated | actives 0.02% (n = 64,000) | FITC-Bid BH3 peptide fluorescence polarization displacement; higher % means a stronger effect; in the data active = a potency from the dose series; inactive = the rest, 99 in 100 with displacement below about 15%; also: strong numbers were not always called active
Spn MK inh – S. pneumoniae mevalonate kinase inhibition | inhibition, % at 10 µM | actives 0.48% (n = 65,000) | purified MK, PK/LDH-coupled NADH absorbance 340 nm;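 active = ranked among the strongest by inhibition in the single 10 µM screen, a fixed top-ranked set picked for dose follow-up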; also: no value below 0 was filed
HPDE-C7 viability – cytotoxicity in HPDE-C7 cells, cell-based, fluorescence, HTS (AID 430); HPDE-C7 pancreatic duct cells viability, fluorescence; higher % means a stronger effect; cytotoxicity, % at 10 µM; hits with a dose series show EC50 in µM; actives 1.8% (n = 63,000);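 also: cells exposed to compound for 48 hours before viability readout; 0% = vehicle and 100% = reference cytotoxic drug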
Alkaline phosphatase – inhibition of tissue-nonspecific alkaline phosphatase – biochemical, luminescent (AID 518); actives 0.09% (n = 64,000); purified TNAP enzyme, luminescent substrate readout; higher % means a stronger effect; inhibition, % at 20 µM, or IC50 in µM where a hit was titrated; in the data active = a potency from the dose series; inactive = the rest, 99 in 100 with inhibition below about 22%;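 also: plate controls were vehicle for no effect and reference inhibitor for full effect; many of its hits are not listed in these tables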
Spn PMK inh pilot replicates – further read-out of Spn PMK inh, marked with its call; inhibition, %; measured here: pilot screen replicates
Spn MK inh pilot replicates – further read-out of Spn MK inh, marked with its call; inhibition, %; measured here: pilot screen replicates
Spn DPM-DC inh pilot screen % – further read-out of Spn DPM-DC inh, marked with its call; inhibition, %; measured here: pilot screen trials
The depositor's hits bear a star; i = inactive; . = no result given. Rule as the data show it, unless noted: active = cytotoxicity above about 50%; inactive = the rest. Rows were taken by chance; any-hit rate near 3.4%.

Preview:
SMILES	HT1080 viability	LYP inhibition	Spn PMK inh	Spn DPM-DC inh	HPDE-C7K KRASV12	Bfl-1 inhibitors	Spn MK inh	HPDE-C7 viability	Alkaline phosphatase	others
CCN(CC)S(=O)(=O)c1ccc2c(c1)c(=O)c(C(=O)NCCCN(C)c1ccccc1)cn2C	2%	.	8	i	22%	12%	3	16%	9%
COCCNC(=O)CN(c1cccc(OC)c1)S(=O)(=O)c1ccc(C)cc1	-2%	3%	0	i	0%	-3%	0	3%	2%

The list itself (from the top)
SMILES	HT1080 viability	LYP inhibition	Spn PMK inh	Spn DPM-DC inh	HPDE-C7K KRASV12	Bfl-1 inhibitors	Spn MK inh	HPDE-C7 viability	Alkaline phosphatase	others
CCN(CC)S(=O)(=O)c1ccc2c(c1)c(=O)c(C(=O)NCCCN(C)c1ccccc1)cn2C	2%	.	8	i	22%	12%	3	16%	9%
COCCNC(=O)CN(c1cccc(OC)c1)S(=O)(=O)c1ccc(C)cc1	-2%	3%	0	i	0%	-3%	0	3%	2%
COc1ccccc1NC(=O)C1CCCCN1S(=O)(=O)c1ccc(F)cc1 (stereo unspecified)	-4%	.	14	i	3%	-1%	6	-1%	1%
O=C(CCc1nc(-c2ccccc2F)no1)Nc1ccc(Oc2ccccc2)cc1	16%	19%	19	i	4%	3%	6	6%	7%
CC(CCc1ccccc1)NC(=O)CN1CCOc2ccccc21 (stereo unspecified)	-4%	4%	1	i	-12%	-7%	10	-4%	1%
O=c1[nH]c2cc3c(cc2cc1C(c1nnnn1CC1CCCO1)N1CCCCCC1)OCO3 (stereo unspecified)	2%	4%	14	i	1%	0%	11	-10%	10%
O=C(O)CCCC(=O)Nc1ccccc1C(=O)O	4%	-1%	12	i	-11%	-6%	7	-12%	13%
COc1cccc(CNC2CCCC2)c1	-2%	4%	0	i	-6%	-5%	37	-4%	5%
COc1ccccc1CN(Cc1cc2cc(C)ccc2[nH]c1=O)Cc1nnnn1Cc1ccco1	-3%	-2%	14	i	29%	6%	6	21%	1%
Cn1c(=O)n(CC(=O)Nc2cccnc2)c2ccccc21	4%	10%	9	i	.	.	2	.	.
CC1CCCCC1NC(=O)c1ccc(CNc2c(N3CCCC3)c(=O)c2=O)cc1 (stereo unspecified)	0%	8%	11	i	3%	-5%	5	-9%	8%
O=C(CSc1nc2cc(Cl)ccc2s1)NC(=O)NCc1ccco1	10%	9%	13	i	-8%	-3%	0	-5%	6%
Cc1cccc(C)c1N1C(=O)c2ccccc2C1=O	-7%	10%	5	i	-3%	-10%	0	4%	6%
O=C(Nc1nc2c(Cl)ccc(Cl)c2s1)c1ccco1	-3%	6%	0	i	11%	-2%	8	-1%	6%
CCn1c(SCC(=O)Nc2cccc(NC(=O)c3cccs3)c2)nnc1-c1ccncc1	-6%	10%	10	i	-3%	-4%	5	-6%	12%
CC(C)[C@H](NC(=O)NCc1ccco1)C(=O)O	4%	-1%	0	i	-18%	-11%	5	2%	5%
Cn1cc(Cl)c(C(=O)N(Cc2ccccc2)c2ccccn2)n1	9%	-6%	2	i	27%	0%	0	16%	11%	Spn PMK inh pilot replicates=0.0;Spn MK inh pilot replicates=0.5;Spn DPM-DC inh pilot screen %=0.0
O=C(CN1CCOCC1)Nc1ccc(S(=O)(=O)N2CCCCCC2)cc1	7%	-8%	13	i	8%	-4%	11	-6%	9%
CCSc1nnc(NC(=O)CSc2nnc(Cc3cccn3C)n2-c2ccc(C)cc2)s1	4%	-3%	3	i	51%*	0%	5	40%	12%	Spn PMK inh pilot replicates=1.5;Spn MK inh pilot replicates=4.0;Spn DPM-DC inh pilot screen %=1.5
CCOC(=O)C1CCCN(Cc2ccc3c(c2)OCO3)C1 (stereo unspecified)	0%	.	0	i	0%	-3%	0	-6%	9%
O=C(O)CC1Sc2ccccc2NC1=O (stereo unspecified)	18%	.	14	i	-15%	-2%	4	-14%	2%
COc1ccc(NC(=O)Cn2nnc(-c3ccccc3F)n2)cc1	6%	7%	0	i	9%	-2%	4	6%	17%
COC(=O)C1=C(C(=O)c2ccc(C)cc2)C(c2ccc(O)c(OC)c2)n2nnnc2N1 (stereo unspecified)	.	8%	21	i	-13%	0%	0	-14%	8%
Cc1nn(Cc2ccc(C(=O)NC3CCCCC3)o2)c(C)c1Br	-3%	12%	0	i	10%	-5%	1	-9%	21%	Spn PMK inh pilot replicates=5.0;Spn MK inh pilot replicates=0.5;Spn DPM-DC inh pilot screen %=0.5
CN(c1ccccc1)S(=O)(=O)c1cc(C(=O)N2CCN(c3ccccn3)CC2)ccc1Cl	0%	.	7	i	13%	-5%	7	7%	8%	Spn PMK inh pilot replicates=3.0;Spn MK inh pilot replicates=7.5;Spn DPM-DC inh pilot screen %=0.0
Cc1ccc(CNC(=O)CN(C)S(=O)(=O)c2cccc3cccnc23)cc1	-1%	5%	0	i	12%	1%	8	4%	7%
CCOc1ccc(N2C(=O)CC(N3CCN(c4ccc(C(=O)c5ccncc5)cc4)CC3)C2=O)cc1 (stereo unspecified)	2%	4%	16	i	3%	-5%	3	5%	7%
CC1=C(C(=O)OC(C)C)C(c2cccs2)C2=C(CCCC2=O)N1 (stereo unspecified)	7%	13%	1	i	0%	-10%	4	0%	-3%
CC(C)c1nc(N2CCCC2)c(C#N)c2c1CCCC2	-11%	1%	0	.	11%	-6%	1	-7%	14%
O=C(NCc1ccccn1)c1cc2ccccn2n1	-2%	7%	3	i	9%	0%	1	15%	0%
COc1ccc(S(=O)(=O)N2CCCN(CC(=O)Nc3cc(NC(C)=O)ccc3OC)CC2)cc1	-3%	-10%	0	i	5%	1%	0	-4%	2%
Cc1nc2nc[nH]n2c(=O)c1NC(=O)c1c(-c2ccccc2Cl)noc1C	32%	9%	13	i	-3%	-7%	0	-17%	-11%
O=C1Nc2cccnc2Sc2ccccc21	2%	13%	0	i	7%	0%	6	1%	5%
COc1cc(OC)nc(NC(=O)COC(=O)C2CCCCC2)n1	-8%	.	9	i	1%	-3%	2	9%	11%
Cc1csc(SCC(=O)N2CCCC2)n1	5%	3%	8	i	-3%	-7%	12	-10%	6%
N#CCCSCc1ccc(C(=O)O)o1	-2%	-4%	0	i	9%	-3%	0	-6%	5%
O=C(CN1C(=O)c2ccccc2S1(=O)=O)N1CCN(c2ccccc2F)CC1	0%	-3%	0	i	-4%	0%	10	-16%	12%
O=C(Nc1ccc2c(c1)OCCO2)c1c(F)cccc1F	4%	6%	0	i	-14%	-2%	7	-12%	8%
COc1ccc(S(=O)(=O)Nc2cc(OC)c(NC(=O)c3ccco3)cc2OC)cc1	23%	.	14	i	14%	-1%	11	8%	6%
COC(=O)CSc1nc2c(c(=O)n(C)c(=O)n2C)n1CCCc1ccccc1	7%	4%	1	i	-4%	-1%	8	0%	-5%
CC(=O)n1nc(-c2cccnc2)nc1N	-2%	-6%	3	i	-4%	0%	7	-2%	20%
COc1ccc(Nc2nc(N)nc(CSc3n[nH]c(-c4ccccc4)n3)n2)cc1	-1%	.	18	i	-10%	8%	2	-20%	49%
COCC(C)NC(=O)c1noc2c1CCc1cc(OC)ccc1-2 (stereo unspecified)	5%	24%	17	i	-7%	0%	2	3%	7%
Cc1cc(C)c2c(N)c(C(=O)N3CCCCCC3)sc2n1	-2%	.	0	i	-3%	-4%	0	6%	7%
C=CCn1c(NC(=O)c2ccccc2Cl)c(C#N)c2nc3ccccc3nc21	-1%	12%	11	.	8%	-2%	6	17%	4%

An excerpt from above in order of length of the SMILES, largest number first.
SMILES	HT1080 viability	LYP inhibition	Spn PMK inh	Spn DPM-DC inh	HPDE-C7K KRASV12	Bfl-1 inhibitors	Spn MK inh	HPDE-C7 viability	Alkaline phosphatase	others
COc1ccc(S(=O)(=O)Nc2cc(OC)c(NC(=O)c3ccco3)cc2OC)cc1	23%	.	14	i	14%	-1%	11	8%	6%
O=C(CN1C(=O)c2ccccc2S1(=O)=O)N1CCN(c2ccccc2F)CC1	0%	-3%	0	i	-4%	0%	10	-16%	12%
COC(=O)CSc1nc2c(c(=O)n(C)c(=O)n2C)n1CCCc1ccccc1	7%	4%	1	i	-4%	-1%	8	0%	-5%
Cc1csc(SCC(=O)N2CCCC2)n1	5%	3%	8	i	-3%	-7%	12	-10%	6%

Further structures:
SMILES	HT1080 viability	LYP inhibition	Spn PMK inh	Spn DPM-DC inh	HPDE-C7K KRASV12	Bfl-1 inhibitors	Spn MK inh	HPDE-C7 viability	Alkaline phosphatase	others
CCOCC(=O)Nc1nc2ccc(C)cc2s1	-6%	8%	10	i	4%	5%	0	-14%	2%
Cn1c(=O)n(CCc2ccccc2)c(=O)c2c1nc1n2CCN1Cc1ccco1	0%	.	15	i	12%	0%	3	-1%	2%
O=C(c1ccco1)[C@@H]1[C@@H]2C(=O)N(c3ccc(Br)cc3)C(=O)[C@@H]2C2c3ccccc3C=CN21 (stereo partly specified)	-9%	.	10	i	18%	5%	0	12%	5%
COc1ccccc1C1C(C(=O)c2cc3ccccc3o2)=C(O)C(=O)N1CCN(C)C (stereo unspecified)	0%	.	14	i	-16%	-6%	16	-11%	14%
CCCn1nnnc1SCC(=O)NCc1cccs1	1%	.	12	i	-9%	-8%	0	-12%	7%
CC(=O)N(c1ccc2oc(=O)sc2c1)S(=O)(=O)c1ccccc1	-7%	.	14	i	18%	0%	3	18%	2%
Cc1c(N(C(=O)Nc2ccccc2)C2=NCC(C)S2)c(=O)n(-c2ccccc2)n1C (stereo unspecified)	-2%	3%	14	i	6%	3%	0	2%	8%
COC(=O)c1ccc(C2CC(=O)Nc3cc(OC)c(OC)cc32)cc1 (stereo unspecified)	12%	2%	8	i	-1%	-2%	6	1%	-2%
CCOC(=O)COc1nc(N(C)C)nc(N(C)C)n1	23%	-3%	4	i	19%	-2%	6	17%	11%
O=C(CSCc1ccccc1)Nc1ccc2c(c1)OCO2	2%	-15%	0	i	1%	-1%	5	0%	14%
Cn1c(SCC(=O)N(C2CCCCC2)C2CCCCC2)nnc1-c1cccs1	-1%	17%	0	i	-6%	-4%	8	-16%	2%
COCCCn1nnnc1SCC(=O)Nc1nc(C)c(C)s1	2%	-2%	8	i	-7%	-5%	0	2%	14%	Spn PMK inh pilot replicates=1.0;Spn MK inh pilot replicates=0.0;Spn DPM-DC inh pilot screen %=1.0
COCCNC(=O)c1ccccc1NC(=O)COc1ccccc1	7%	13%	4	i	7%	-4%	8	4%	5%
O=C(OCn1nnc2ccccc2c1=O)c1ccc2ccccc2n1	-6%	2%	21	i	7%	-1%	2	3%	8%
CC1CCc2c(sc3ncnc(SCC(=O)N4CCN(C(=O)c5ccco5)CC4)c23)C1 (stereo unspecified)	0%	8%	12	i	2%	-6%	0	-8%	9%
O=C(CN1CCC(n2nnc3cc(F)ccc32)CC1)NC1CCCCC1	-1%	6%	19	i	-12%	-5%	2	-14%	8%
CCOC(=O)c1oc2ccccc2c1NC(=O)C1CCCCC1	-6%	.	16	i	1%	-6%	7	-3%	44%

High-throughput results as filed in PubChem.
